TcdB GH inh = TcdB glycohydrolase inhibitors, primary screen, biochemical, single point, plate reader. inhibition, % at 9.99 µM. Toxin B (Clostridioides difficile), P18177. 350,000 tested, 0.24% active. TcdB glycohydrolase enzymatic assay; in the data active = inhibition above about 10%
Target sequence (P18177 whole entry, looked up): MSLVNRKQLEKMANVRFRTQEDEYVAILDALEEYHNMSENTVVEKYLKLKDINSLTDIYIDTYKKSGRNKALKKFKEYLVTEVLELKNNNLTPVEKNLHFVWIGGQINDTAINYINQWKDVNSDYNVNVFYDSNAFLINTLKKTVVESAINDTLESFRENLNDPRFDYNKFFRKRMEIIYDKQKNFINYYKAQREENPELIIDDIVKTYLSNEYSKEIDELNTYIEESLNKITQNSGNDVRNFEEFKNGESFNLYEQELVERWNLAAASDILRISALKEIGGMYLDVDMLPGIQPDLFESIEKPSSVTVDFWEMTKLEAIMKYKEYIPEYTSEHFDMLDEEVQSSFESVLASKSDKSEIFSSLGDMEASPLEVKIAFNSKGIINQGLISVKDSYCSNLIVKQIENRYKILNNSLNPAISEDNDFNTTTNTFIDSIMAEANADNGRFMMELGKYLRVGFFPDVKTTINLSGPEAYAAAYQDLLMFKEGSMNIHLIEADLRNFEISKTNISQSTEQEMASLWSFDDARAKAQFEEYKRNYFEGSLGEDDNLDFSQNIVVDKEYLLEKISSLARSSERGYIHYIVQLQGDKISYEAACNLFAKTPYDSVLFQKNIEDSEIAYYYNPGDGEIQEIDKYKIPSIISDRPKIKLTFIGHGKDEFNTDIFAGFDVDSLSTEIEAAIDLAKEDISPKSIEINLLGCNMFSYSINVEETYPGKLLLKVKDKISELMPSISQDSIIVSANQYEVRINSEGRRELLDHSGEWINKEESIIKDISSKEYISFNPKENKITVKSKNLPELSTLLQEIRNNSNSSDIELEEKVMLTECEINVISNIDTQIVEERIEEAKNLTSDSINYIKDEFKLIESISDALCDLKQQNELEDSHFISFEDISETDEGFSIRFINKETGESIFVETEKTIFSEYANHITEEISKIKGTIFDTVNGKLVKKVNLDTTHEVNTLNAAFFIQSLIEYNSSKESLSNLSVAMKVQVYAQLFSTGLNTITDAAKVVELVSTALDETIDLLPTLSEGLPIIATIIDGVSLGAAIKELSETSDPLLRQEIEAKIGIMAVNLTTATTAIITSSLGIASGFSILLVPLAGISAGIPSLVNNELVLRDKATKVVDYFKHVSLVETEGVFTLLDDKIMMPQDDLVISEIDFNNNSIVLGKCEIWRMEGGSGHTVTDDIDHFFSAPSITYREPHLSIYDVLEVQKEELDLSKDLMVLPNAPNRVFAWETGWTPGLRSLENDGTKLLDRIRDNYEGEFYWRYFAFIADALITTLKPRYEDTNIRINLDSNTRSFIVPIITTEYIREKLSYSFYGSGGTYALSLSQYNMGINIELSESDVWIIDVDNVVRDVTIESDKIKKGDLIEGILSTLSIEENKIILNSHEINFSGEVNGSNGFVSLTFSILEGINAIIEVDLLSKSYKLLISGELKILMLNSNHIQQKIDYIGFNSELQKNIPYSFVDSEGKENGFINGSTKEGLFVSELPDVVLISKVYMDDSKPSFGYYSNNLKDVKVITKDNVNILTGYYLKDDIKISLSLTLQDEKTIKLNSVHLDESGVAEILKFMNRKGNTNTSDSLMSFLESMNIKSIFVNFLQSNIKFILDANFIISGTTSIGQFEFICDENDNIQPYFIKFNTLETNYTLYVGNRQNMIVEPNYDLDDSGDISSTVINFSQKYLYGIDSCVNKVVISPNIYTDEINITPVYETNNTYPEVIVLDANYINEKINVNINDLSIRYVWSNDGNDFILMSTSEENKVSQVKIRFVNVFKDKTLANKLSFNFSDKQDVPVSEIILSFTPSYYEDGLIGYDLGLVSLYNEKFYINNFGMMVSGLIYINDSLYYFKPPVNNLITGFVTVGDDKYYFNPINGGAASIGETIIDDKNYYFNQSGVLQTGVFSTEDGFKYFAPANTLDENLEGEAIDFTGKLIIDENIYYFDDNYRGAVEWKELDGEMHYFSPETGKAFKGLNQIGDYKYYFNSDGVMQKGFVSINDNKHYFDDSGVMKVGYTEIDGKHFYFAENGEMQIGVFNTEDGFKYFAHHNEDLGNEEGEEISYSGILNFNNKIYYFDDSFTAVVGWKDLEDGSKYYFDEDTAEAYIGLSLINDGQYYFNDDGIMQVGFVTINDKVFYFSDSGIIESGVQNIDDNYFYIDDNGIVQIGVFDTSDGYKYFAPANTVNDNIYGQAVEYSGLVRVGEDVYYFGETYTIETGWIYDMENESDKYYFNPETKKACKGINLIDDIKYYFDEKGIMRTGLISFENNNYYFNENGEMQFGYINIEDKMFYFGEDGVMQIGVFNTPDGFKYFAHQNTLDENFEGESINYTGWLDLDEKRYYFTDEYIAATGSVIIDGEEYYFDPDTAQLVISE
Numbers without * were called inactive. Not all compounds are listed; the hit share may differ from the screen's.

SMILES | TcdB GH inh
C[C@@H]1CN([C@H](C)CO)S(=O)(=O)c2ccc(C#Cc3ccncc3)cc2O[C@H]1CN(C)S(=O)(=O)c1ccccc1 | -0.7
COCC(=O)N(C)C[C@@H]1Oc2ncc(/C=C/c3ccccc3)cc2C(=O)N([C@H](C)CO)C[C@H]1C | -0.3
COc1cccc(-c2ccc([C@H]3[C@@H](C#N)N(C(=O)Cc4ccccc4)[C@@H]3CO)cc2)c1 | -0.4
Nc1nc2c(ncn2[C@@H]2O[C@H](C(=O)N[C@H](Cc3ccccc3)C(=O)NCc3ccc4c(c3)OCO4)[C@@H](O)[C@H]2O)c(=O)[nH]1 | 0.5
Cn1cnc(S(=O)(=O)N[C@H]2CC[C@H](CC(=O)N3CCN(c4ccccc4)CC3)O[C@H]2CO)c1 | -0.1
CCOC(=O)C1=C(C(=O)OCC)C2N(Cc3ccc(C#N)cc3)c3ccccc3[C@@]23C[C@@H](C(=O)OC)N(S(=O)(=O)c2ccc(C)cc2)C3=N1 (some centres not stated) | 1.2
Cc1ccc(S(=O)(=O)Nc2ccc3c(c2)C(=O)N([C@@H](C)CO)C[C@@H](C)[C@@H](CN(C)C(=O)C2CCCCC2)OCCCC[C@@H](C)O3)cc1 | -0.3
COCC(=O)Nc1ccc2c(c1)C(=O)N(C)C[C@H](OC)[C@@H](C)CN(Cc1ccccc1OC)[C@H](C)CO2 | -1.1
COc1cccc(-c2cnc3c(c2)C(=O)N([C@@H](C)CO)C[C@H](C)[C@@H](CN(C)C(=O)CC2CC2)O3)c1 | 0.5
COc1cccc(NC(=O)N[C@H]2CC[C@@H](CC(=O)NCc3ccncn3)O[C@@H]2CO)c1 | -0.5
CCS(=O)(=O)Nc1ccc2c(c1)C(=O)N(C)C[C@@H](OC)[C@@H](C)CN(Cc1ccccn1)[C@@H](C)CO2 | 0.1
O=C(c1cnccn1)N1CC(=O)N2[C@H](CO)[C@H](c3ccc(C#CC4CCCCC4)cc3)[C@H]2C1 | -0.5
Cc1ccc(S(=O)(=O)NCC[C@@H]2CC[C@@H](NS(=O)(=O)c3ccccc3Cl)[C@@H](CO)O2)cc1 | -0.3
O=C(NCc1ccccc1)[C@@H]1[C@@H](CO)[C@@H]2Cn3c(cccc3=O)[C@H]1N2C(=O)CC1CC1 | 0.2
COc1ccc(S(=O)(=O)Nc2ccc3c(c2)C(=O)N([C@H](C)CO)C[C@H](C)[C@H](CN(C)S(=O)(=O)c2ccc(C)cc2)OCCCC[C@H](C)O3)cc1 | 0.1
COc1ccc(CN2C[C@H](O)COC[C@@H]3O[C@@H](CC(=O)N(C)C)CC[C@H]32)cc1 | -4.4
CCS(=O)(=O)N(C)C[C@@H]1N[C@H](CO)[C@@H]1c1ccc(C2=CCCCC2)cc1 | 0.6
COc1ccc2c3c(n(C)c2c1)[C@H](CO)N(Cc1ccncc1)CC31CCN(C(=O)C2CCC2)CC1 | 1.0
CCC(=O)Nc1ccc2c(c1)C(=O)N(C)[C@@H]1CC[C@H](CC(=O)NC3Cc4ccccc4C3)O[C@@H]1CO2 | 0.4
CO[C@@H]1CN(C)C(=O)c2ccc(NS(C)(=O)=O)cc2OC[C@@H](C)N(C(=O)CC2CC2)C[C@H]1C | 0.0
CCCNC(=O)N1[C@H](CO)[C@H](c2ccccc2-c2ccccc2F)[C@@H]1C#N | -0.1
COc1ccc(S(=O)(=O)Nc2ccc3c(c2)CC(=O)N([C@H](C)CO)C[C@H](C)[C@H](CN(C)Cc2ccc(C(F)(F)F)cc2)O3)cc1 | -0.3
COCC(=O)N1C[C@@H](C)[C@H](OC)CN(C)C(=O)c2cc(NC(=O)c3cc(C)on3)ccc2OC[C@H]1C | -0.1
C[C@@H]1CN([C@@H](C)CO)C(=O)c2cc(NC(=O)Nc3ccccc3)ccc2O[C@@H](C)CCCCO[C@H]1CN(C)Cc1ccccc1 | -0.2
N#C[C@H]1[C@H](c2ccc(C#Cc3ccc(F)cc3)cc2)[C@H](CO)N1c1nc(-c2ccccc2)cs1 | 0.3

New compounds follow:
SMILES | TcdB GH inh
C[C@H]1CN([C@@H](C)CO)C(=O)Cc2cc(NS(=O)(=O)c3cccs3)ccc2O[C@@H]1CN(C)Cc1ccccc1 | 0.3
c1ccc(CN2CCCC3CC2c2ccccc23)cc1 (configuration not stated) | 0.1
C[C@@H]1CCCCO[C@@H](CN(C)Cc2ccc(C(=O)O)cc2)[C@H](C)CN([C@H](C)CO)C(=O)c2cc(NC(=O)Cc3ccccc3)ccc2O1 | -0.5
COc1ccc2c3c(n(C)c2c1)[C@@H](CO)N(C(=O)Nc1ccc(F)cc1)CC31CN(C(=O)c2ccccc2F)C1 | -0.1
Cc1noc(C)c1S(=O)(=O)Nc1ccc2c(c1)C(=O)N([C@@H](C)CO)C[C@H](C)[C@H](CN(C)C(=O)NC1CCCCC1)OCCCC[C@H](C)O2 | -1.1
Cc1ccc(S(=O)(=O)Nc2ccc3c(c2)C(=O)N([C@H](C)CO)C[C@@H](C)[C@@H](CN(C)S(C)(=O)=O)O3)cc1 | 0.3
CC(C)NC(=O)N[C@H]1C=C[C@@H](CC(=O)NCCN2CCCC2)O[C@H]1CO | -0.4
O=C(CC1CC1)N1CC2(C1)[C@@H](c1ccccc1)[C@@H](CO)N2C(=O)c1ccccn1 | 0.8
C[C@H]1CCCCO[C@@H](CN(C)C(=O)NC2CCCCC2)[C@@H](C)CN([C@@H](C)CO)C(=O)c2cc(NS(=O)(=O)c3ccc(Cl)cc3)ccc2O1 | 0.9
CC(=O)N(C)C[C@@H]1Oc2cc(C#CCC(C)C)ccc2S(=O)(=O)N([C@H](C)CO)C[C@@H]1C | 0.8
COc1ccc(NC(=O)N(C)C[C@@H]2Oc3ccc(NS(=O)(=O)c4cccs4)cc3C(=O)N([C@@H](C)CO)C[C@@H]2C)cc1 | -0.4
C[C@H]1CN([C@@H](C)CO)S(=O)(=O)c2ccc(C#CC3CC3)cc2O[C@H]1CN(C)C(=O)C1CC1 | -1.7
O=C(NCC[C@H]1CC[C@H](NC(=O)C2CCOCC2)[C@H](CO)O1)c1cc(Cl)cc(Cl)c1 | -0.3
COc1ccc(NC(=O)Nc2ccc3c(c2)[C@@H]2C[C@H](CC(=O)NC4CCCCC4)O[C@H](CO)[C@@H]2O3)cc1 | -1.1
C[C@@H]1CN([C@H](C)CO)C(=O)c2ccccc2-c2ccccc2CO[C@H]1CN(C)C(=O)[C@H]1CCCN1C | 0.0
CNC[C@@H]1Oc2ccc(NC(=O)Nc3cccc4ccccc34)cc2CC(=O)N([C@H](C)CO)C[C@@H]1C | -0.5
CCOc1cc(OCC)cc(C(=O)N2CCC[C@@H]2C(=O)N2CCC[C@@H]2C(=O)NCc2cccc(OC)c2)c1 | -4.8
O=C(C[C@@H]1C=C[C@H](NS(=O)(=O)c2ccccc2)[C@@H](CO)O1)N1CCC(Cc2ccccc2)CC1 | -0.4
C[C@@H]1CN([C@H](C)CO)C(=O)c2cccc(NC(=O)c3cnccn3)c2O[C@@H]1CN(C)CC1CCCCC1 | -0.4
COc1ccc(C#Cc2ccc([C@H]3[C@H](CO)N4C(=O)CN(C(=O)Nc5ccccc5F)C[C@@H]34)cc2)cc1 | 1.4
CO[C@@H]1CN(C)C(=O)c2cc(NC(C)=O)ccc2OC[C@H](C)N(C(=O)CC2CC2)C[C@@H]1C | -0.5
Cc1cccc(S(=O)(=O)N(C)C[C@@H]2OCc3ccccc3-c3ccccc3C(=O)N([C@@H](C)CO)C[C@H]2C)c1 | 0.5
COCC#Cc1ccc2c(c1)O[C@H](CN(C)Cc1cccnc1)[C@H](C)CN([C@@H](C)CO)S2(=O)=O | -0.5
C[C@H]1CN([C@@H](C)CO)C(=O)c2cc(NC(=O)Cc3ccccc3)ccc2O[C@@H]1CN(C)CC1CCCCC1 | -0.7
O=C(C[C@H]1C=C[C@H](NC(=O)C2CCOCC2)[C@@H](CO)O1)NCC1CCCCC1 | -0.9

Filtered by structure: those above containing a Cl atom
SMILES | TcdB GH inh
Cc1ccc(S(=O)(=O)NCC[C@@H]2CC[C@@H](NS(=O)(=O)c3ccccc3Cl)[C@@H](CO)O2)cc1 | -0.3
C[C@H]1CCCCO[C@@H](CN(C)C(=O)NC2CCCCC2)[C@@H](C)CN([C@@H](C)CO)C(=O)c2cc(NS(=O)(=O)c3ccc(Cl)cc3)ccc2O1 | 0.9
O=C(NCC[C@H]1CC[C@H](NC(=O)C2CCOCC2)[C@H](CO)O1)c1cc(Cl)cc(Cl)c1 | -0.3

The listing picks up; the six compounds before the break are reprinted first.
SMILES | TcdB GH inh
COc1ccc(C#Cc2ccc([C@H]3[C@H](CO)N4C(=O)CN(C(=O)Nc5ccccc5F)C[C@@H]34)cc2)cc1 | 1.4
CO[C@@H]1CN(C)C(=O)c2cc(NC(C)=O)ccc2OC[C@H](C)N(C(=O)CC2CC2)C[C@@H]1C | -0.5
Cc1cccc(S(=O)(=O)N(C)C[C@@H]2OCc3ccccc3-c3ccccc3C(=O)N([C@@H](C)CO)C[C@H]2C)c1 | 0.5
COCC#Cc1ccc2c(c1)O[C@H](CN(C)Cc1cccnc1)[C@H](C)CN([C@@H](C)CO)S2(=O)=O | -0.5
C[C@H]1CN([C@@H](C)CO)C(=O)c2cc(NC(=O)Cc3ccccc3)ccc2O[C@@H]1CN(C)CC1CCCCC1 | -0.7
O=C(C[C@H]1C=C[C@H](NC(=O)C2CCOCC2)[C@@H](CO)O1)NCC1CCCCC1 | -0.9
O=C(CC1CC1)N1CC(=O)N2[C@H](C1)[C@@H](c1ccc(/C=C/c3ccccc3)cc1)[C@@H]2CO | -0.2
C[C@@H]1CN([C@@H](C)CO)C(=O)c2cc(C#Cc3ccncc3)cnc2O[C@H]1CN(C)CC1CCCC1 | 0.8
C[C@H]1CN([C@@H](C)CO)C(=O)c2cc(NC(=O)Nc3cccc4ccccc34)ccc2O[C@H]1CN(C)S(=O)(=O)c1cn(C)cn1 | -2.7
CCC(=O)N1CCCCN2[C@H](C1)[C@@H](c1ccc(C#Cc3ccccc3)cc1)[C@@H]2CO | 0.2
CCCNC(=O)C[C@@H]1CC[C@H]2[C@@H](COC[C@@H](O)CN2C(=O)c2cc(Cl)cc(Cl)c2)O1 | -1.7
C[C@H](O)C#Cc1ccc2c(c1)O[C@H](CN(C)C(=O)Cc1ccccn1)[C@H](C)CN([C@H](C)CO)S2(=O)=O | -3.0
CCC(=O)Nc1ccc2c(c1)OC[C@@H](C)N(C(=O)CN(C)C)C[C@@H](C)[C@H](OC)CN(C)C2=O | -0.4
C[C@H]1CN([C@@H](C)CO)C(=O)Cc2cc(NC(=O)Nc3ccc(C(F)(F)F)cc3)ccc2O[C@H]1CN(C)Cc1ccc(C(=O)O)cc1 | 1.7
CN(C)CC(=O)N[C@@H]1CC[C@H](CC(=O)NCc2ccccc2F)O[C@H]1CO | 0.5
N#C[C@@H]1[C@H](c2ccccc2C2=CCCC2)[C@@H](CO)N1C(=O)CN1CCOCC1 | -1.7
COCC(=O)N1[C@@H](C#N)[C@H](c2ccc(-c3cccc(F)c3)cc2)[C@@H]1CO | 0.0
C[C@@H]1CCCCO[C@@H](CN(C)C(=O)c2ccccc2)[C@H](C)CN([C@@H](C)CO)C(=O)c2cc(NC(=O)NC3CCCCC3)ccc2O1 | -0.8
C[C@H]1CCCCO[C@@H](CN(C)C(=O)Nc2ccccc2)[C@@H](C)CN([C@@H](C)CO)C(=O)c2cc(NC(=O)NC3CCCCC3)ccc2O1 | -0.3
C[C@@H]1CN([C@@H](C)CO)C(=O)Cc2cc(NC(=O)CCCCCC(=O)Nc3ccccc3N)ccc2O[C@H]1CN(C)C(=O)Nc1ccccc1 | -1.3
COC(=O)C[C@@H]1C[C@H]2c3cc(N)ccc3O[C@H]2[C@H](CO)O1 | 0.5
C/C=C/c1ccccc1[C@@H]1[C@@H](CO)N(C(=O)Cc2ccccn2)[C@H]1C#N | 1.1
COC(=O)C1(F)C(=O)NC(=O)NC1OC (configuration not stated) | -5.3
N#C[C@H]1[C@H](c2ccccc2)[C@H](CO)N1C(=O)c1cccnc1 | -2.9
CC(C)NC(=O)Nc1ccc2c(c1)CC(=O)N([C@@H](C)CO)C[C@H](C)[C@H](CN(C)C(=O)Nc1cccc3ccccc13)O2 | 0.9
C[C@@H]1CN([C@@H](C)CO)C(=O)Cc2cc(NC(=O)CCC(F)(F)F)ccc2O[C@@H]1CN(C)S(C)(=O)=O | -1.0
CC(=O)N1[C@H](C(=O)Nc2nccs2)[C@@H](CO)[C@@H]2Cn3c(ccc(/C=C/c4ccccc4)c3=O)[C@@H]21 | 1.3
Cc1cccc(-c2ccc(C3[C@H]4CNC[C@@H]3N4C(=O)Nc3ccc(F)cc3)cc2)c1 (some centres not stated) | -1.5
CO[C@H]1CN(C)C(=O)c2ccc(NC(=O)c3ccc(F)cc3)cc2OC[C@@H](C)N(C(=O)CC2CC2)C[C@@H]1C | 1.5
C[C@@H]1CCCCO[C@@H](CN(C)C(=O)c2ccccc2)[C@H](C)CN([C@H](C)CO)C(=O)c2cc(NC(=O)C3CCCCC3)ccc2O1 | 0.1
COc1ccc(NC(=O)Nc2ccc3c(c2)[C@H]2C[C@H](CC(=O)NCc4ccc5c(c4)OCO5)O[C@@H](CO)[C@H]2O3)cc1 | -0.4
CN(C)CC(=O)N[C@H]1C=C[C@H](CC(=O)O)O[C@@H]1CO | 0.3
C[C@@H]1CN([C@@H](C)CO)C(=O)Cc2cc(NC(=O)Nc3ccccc3)ccc2O[C@H]1CN(C)C(=O)Nc1ccc2c(c1)OCO2 | 0.2
CC(C)(C)[S@](=O)N1Cc2cc(C(=O)NCc3ccncc3)nc(-c3cccc(-c4cccc(C#N)c4)c3)c2[C@@H]1CCO | 0.4
O=C(Cc1ccccn1)NCC[C@H]1CC[C@@H](NS(=O)(=O)c2ccc(Cl)cc2)[C@H](CO)O1 | -1.3
COc1cccc(NC(=O)N2CC(=O)N3[C@@H](CO)[C@@H](c4ccc(C#CC5CCCC5)cc4)[C@@H]3C2)c1 | -0.2

Four entries drawn at random from the list so far, as already listed:
SMILES | TcdB GH inh
CCS(=O)(=O)N(C)C[C@@H]1N[C@H](CO)[C@@H]1c1ccc(C2=CCCCC2)cc1 | 0.6
C[C@@H]1CN([C@H](C)CO)C(=O)c2ccccc2-c2ccccc2CO[C@H]1CN(C)C(=O)[C@H]1CCCN1C | 0.0
CCOC(=O)C1=C(C(=O)OCC)C2N(Cc3ccc(C#N)cc3)c3ccccc3[C@@]23C[C@@H](C(=O)OC)N(S(=O)(=O)c2ccc(C)cc2)C3=N1 (some centres not stated) | 1.2
COc1cccc(NC(=O)N2CC(=O)N3[C@@H](CO)[C@@H](c4ccc(C#CC5CCCC5)cc4)[C@@H]3C2)c1 | -0.2
